TNAP inh no acc: inhibitors of human TNAP without phosphate acceptor; P05186; purified TNAP, CDP-star luminescence, 30 min; inhibition, % at 20 µM; hit rate 0.26% among 200,000; AID 1012;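 active = tissue-nonspecific alkaline phosphatase inhibition above about 50% at 20 µM in the single-dose screen, limit read from the data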;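 note: 0% = DMSO negative control and 100% = EDTA positive control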
Target sequence (P05186 whole entry, looked up): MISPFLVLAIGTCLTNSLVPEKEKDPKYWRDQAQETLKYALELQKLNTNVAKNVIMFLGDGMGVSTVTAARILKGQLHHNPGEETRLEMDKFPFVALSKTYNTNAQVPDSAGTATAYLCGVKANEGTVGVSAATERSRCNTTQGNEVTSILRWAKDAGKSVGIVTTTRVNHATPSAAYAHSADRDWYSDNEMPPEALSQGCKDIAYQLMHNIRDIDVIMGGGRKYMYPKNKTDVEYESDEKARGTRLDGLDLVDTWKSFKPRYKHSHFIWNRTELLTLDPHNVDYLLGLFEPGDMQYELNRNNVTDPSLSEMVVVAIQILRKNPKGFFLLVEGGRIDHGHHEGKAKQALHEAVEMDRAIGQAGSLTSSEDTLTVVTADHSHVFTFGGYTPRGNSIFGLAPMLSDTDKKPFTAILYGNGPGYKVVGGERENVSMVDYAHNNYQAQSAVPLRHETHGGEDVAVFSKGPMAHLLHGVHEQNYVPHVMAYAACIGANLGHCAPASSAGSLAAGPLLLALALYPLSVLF
HMGR II inh: blocks class II HMG-CoA reductase of Enterococcus faecalis | purified E. faecalis HMGR, NADPH absorbance 340 nm kinetic | inhibition, % at 10 µM | hit rate 0.41% among 190,000;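 active = inhibition above a set limit, the median over all tested compounds plus 3 SD, cut at about 9.5% in these data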;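 note: enzyme runs in reverse so mevalonate oxidation gives rising NADPH absorbance; 0% = complete reaction with DMSO and 100% = background rate lacking mevalonate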
bIAP inh: intestinal alkaline phosphatase (bovine) inhibition. 190,000 tested, under 10 active. AID 1019. purified bovine IAP, CDP-star luminescence, 30 min. inhibition, % at 20 µM;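 active = over 50% inhibition of intestinal alkaline phosphatase at 20 µM in the single-dose screen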
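System: purified bovine intestinal alkaline phosphatase (IAP) enzyme; Input: IAP diluted 1/65,000,000 in the well; Measured by: CDP-star luminescence signal; Compound dosing: 20 µM single dose; Incubation: 30 min reaction at room temperature.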
PPARg SRC-1 ag: PPARgamma-driven SRC-1 recruitment agonism | P37231 | PPARgamma-SRC-1 coactivator recruitment biochemical assay | activation, % at 8 µM | hit rate 0.41% among 200,000 | AID 631; in the data active = activation above about 19%;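 note: 0% = DMSO and 100% = reference agonist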
Target sequence (P37231 whole entry, looked up): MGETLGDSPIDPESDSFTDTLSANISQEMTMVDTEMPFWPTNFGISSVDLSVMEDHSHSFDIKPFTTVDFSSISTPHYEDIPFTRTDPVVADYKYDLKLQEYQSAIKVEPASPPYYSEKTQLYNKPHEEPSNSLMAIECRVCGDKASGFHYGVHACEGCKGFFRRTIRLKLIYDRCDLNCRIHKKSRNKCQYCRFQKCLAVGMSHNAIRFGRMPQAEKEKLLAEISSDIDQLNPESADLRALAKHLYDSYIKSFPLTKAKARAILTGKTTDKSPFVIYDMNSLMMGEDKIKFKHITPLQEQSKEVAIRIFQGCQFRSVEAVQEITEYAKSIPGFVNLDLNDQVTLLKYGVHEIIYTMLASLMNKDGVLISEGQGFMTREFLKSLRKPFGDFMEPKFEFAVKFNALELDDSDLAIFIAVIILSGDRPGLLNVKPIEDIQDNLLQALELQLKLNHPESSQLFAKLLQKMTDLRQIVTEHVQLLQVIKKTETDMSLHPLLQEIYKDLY
TNAP act hi DEA: activators of human TNAP at high phosphate acceptor concentration. P05186. 200,000 tested, under 10 active. AID 1136. activation factor at 20 µM. purified TNAP, CDP-star luminescence, 1 M DEA, 30 min; stronger effect = higher value; 0 = EDTA background, 1 = DMSO-only activity;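 active = activation factor at least 2 at 20 µM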
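Assay system: human TNAP; Input: enzyme diluted 1/800 final; Reagent: CDP-star luminogenic substrate at 100 µM final; Timing: 30 min, room temperature; Signal: luminescence; Evaluation: TNAP activation factor scaled between EDTA and DMSO control wells.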
PPARg SRC-3 ag: promotes SRC-3 coactivator recruitment by human PPARgamma | AID 731 | activation, % at 8 µM | hit rate 0.26% among 200,000 | biochemical PPARgamma/SRC-3 coactivator recruitment assay | P37231; in the data active = activation above about 23%;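 note: 0% = DMSO and 100% = reference agonist; some compounds past the cut are filed as inactive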
bIAP act: increases bovine intestinal alkaline phosphatase activity. hit rate 0.17% among 200,000. AID 1016. activation factor at 20 µM. purified bovine IAP, CDP-star luminescence, 30 min; stronger effect = higher value; fold of DMSO-control signal, blank-subtracted;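 active = activation factor of 2 or more at 20 µM, a signal rise over negative controls twice the positive control's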
SRC2 TRFRET art: flags TR-FRET format artefacts in PPARgamma SRC-2 recruitment agonist screen. TR-FRET artefact counter-screen; stronger effect = higher value. TR-FRET ratio at 8 µM. hit rate 0.4% among 200,000. AID 1049; in the data active = TR-FRET ratio above about 2000; note: inactives centre near 1500
TNAP inh hiacc: inhibitors of human TNAP at high phosphate acceptor concentration | AID 1135 | P05186 | hit rate 0.03% among 200,000 | purified TNAP, CDP-star luminescence, 1 M DEA | inhibition, % at 20 µM;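 active = over 50% inhibition of tissue-nonspecific alkaline phosphatase at 20 µM in the single-dose screen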;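 note: plate controls were DMSO wells for no effect and EDTA-quenched wells as full inhibition for full effect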
PPARg SRC-2 ag: PPARgamma-driven SRC-2 recruitment agonism; P37231; PPARgamma LBD-SRC-2 recruitment, biochemical; activation, % at 8 µM; hit rate 0.34% among 200,000; AID 1032; in the data active = activation above about 22%;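 note: 0% = vehicle and 100% = reference agonist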
* = called active by the depositor; · = no result given. Not a hit list; overall some 1.6% were active at least once.

SMILES | TNAP inh no acc | HMGR II inh | bIAP inh | PPARg SRC-1 ag | TNAP act hi DEA | PPARg SRC-3 ag | bIAP act | SRC2 TRFRET art | TNAP inh hiacc | PPARg SRC-2 ag
O=C1CSC(=Nc2ccc(O)cc2)N1c1ccc(O)cc1 | -4 | 2 | 6 | 9 | 1 | 1 | 0.9 | 1638 | -4 | 7
CCOC(=O)C1(Cc2cccc(OC)c2)CCCN(C(=O)CCc2cccnc2)C1 (centres undefined) | -2 | 1 | -7 | 4 | 1 | -5 | 1.1 | 1444 | 0 | 1
CC(=O)c1sc(NC(=O)C2=NN(c3ccccc3)C(=O)CC2)nc1C | -9 | 0 | -2 | 8 | 1 | 6 | 1 | 1496 | 0 | 5
COc1cc(/C=N/NC(=O)c2cc(C)oc2C)cc(OC)c1OC | -2 | -3 | 1 | 4 | 1 | -1 | 1 | 1587 | 3 | 5
Cc1ccccc1Nc1c(-c2ccccn2)nc2c(C)cccn12 | -5 | -3 | 5 | 10 | 1.1 | 4 | 1 | 1436 | -7 | 6
CCOc1ccc(/C(O)=C2/C(=O)C(=O)N(c3cc(C)on3)C2c2ccc(C(=O)OC)cc2)cc1 (centres undefined) | -8 | -5 | 4 | -5 | 1 | -17 | 1 | 1414 | 0 | 1
CN(c1ccc(OCC(=O)N2CCC(C(N)=O)CC2)cc1)S(=O)(=O)c1cccs1 | 8 | -1 | 4 | 8 | 1 | 0 | 1 | 1484 | 0 | 4
COc1cc2c(cc1OC)C(C(=O)Nc1cccc(C)n1)C(c1cccnc1)N(C)C2=O (centres undefined) | -15 | -1 | 8 | 3 | 1.1 | -5 | 0.9 | 1586 | -6 | 6
O=C(Nc1ccc2nc(-c3cccs3)c(-c3cccs3)nc2c1)NC1CC1 | -11 | 3 | 12 | 13 | 0.9 | 4 | 0.9 | 1674 | 6 | 7
Cc1ccc(NC(=O)CCNS(=O)(=O)c2cccc3nonc23)cc1 | -13 | 4 | 11 | 8 | 1 | -2 | 0.9 | 1503 | -4 | 10
CS(=O)(=O)N(CC(=O)NCCC1=CCCCC1)c1ccc2c(c1)OCO2 | -2 | -5 | 5 | 2 | 1.1 | 10 | 0.9 | 1461 | -6 | 8
Cc1nn(-c2ccccc2)c(C)c1C(=O)OCC(=O)N1c2ccccc2NC(=O)C1(C)C | 29 | -4 | 4 | -4 | 1 | 7 | 1 | 1472 | -3 | 6
CC1(C(=O)NNC(=S)NCc2ccco2)CC1(Cl)Cl (centres undefined) | -49 | 2 | -7 | -1 | 1 | -2 | 1.1 | 1534 | 1 | 3
COc1cc2cc(CN(Cc3nnnn3Cc3ccco3)C3CCCCC3)c(=O)[nH]c2cc1OC | -1 | 0 | -10 | 1 | 1.1 | -6 | 1.1 | 1395 | -7 | 3
COc1cc(SC)ccc1C(=O)Nc1cccc(C)n1 | -3 | -13 | 5 | 1 | 1 | 4 | 1 | 1439 | -1 | -5
Cc1ccc(CN2CCN(C3CSCCSC3)CC2CCO)cc1 (centres undefined) | -8 | -2 | -6 | 3 | 1.1 | 5 | 1.1 | 1642 | -8 | 10
CC1(C)CC(CCNC(=O)c2ccco2)CC(C)(C)N1 | -9 | 0 | 2 | -6 | 1 | 3 | 1 | 1458 | -2 | 1
CN(C[C@@H](Cc1cccc2ccccc12)N(C[C@H](Cc1ccccc1)N(CCc1ccccc1)N=O)N=O)N=O | -12 | 12* | 2 | 1 | 1.1 | -2 | 1 | 1555 | -9 | 1
Cn1c(SCC(=O)c2ccccc2F)nnc1C1CC1 | -8 | -2 | 4 | 9 | 1 | 9 | 1 | 1697 | -1 | -1
COc1ccccc1-c1noc(-c2ccccc2C(=O)NCc2ccco2)n1 | -2 | -5 | -13 | 6 | 1 | 2 | 1.1 | 1461 | 3 | 4
COc1ccc(NC(=S)Nc2ccc(S(N)(=O)=O)cc2)c(OC)c1 | -5 | 1 | 10 | 1 | 1.1 | 2 | 0.9 | 1598 | -8 | -1
COc1ccccc1Oc1cc(C#N)c(C#N)cc1-n1nnc2ccccc21 | 11 | -3 | 5 | 1 | 1 | -12 | 1 | 1551 | 2 | 9
Cc1ccc(C)c(NC(=S)NNC(=S)Nc2ccc(C(C)C)cc2)c1 | -104 | 0 | -18 | 3 | 1 | 3 | 1.2 | 1655 | -3 | 8
Cc1ccc(-n2cccn2)c(CN2CCCC(C(=O)c3sccc3C)C2)c1 (centres undefined) | -13 | -1 | 13 | 8 | 1.1 | 1 | 0.9 | 1514 | -8 | 7
CCc1ccccc1NC(=O)c1ccc(-n2c(C)ccc2C)cc1 | -10 | -11 | 8 | 8 | 1 | 1 | 0.9 | 1757 | 0 | 11
O=C1CCCC2=C1C(c1ccc(O)c(O)c1)c1c(ccc3ncccc13)N2 (centres undefined) | 38 | 0 | 5 | 3 | 0.9 | 2 | 1 | 1851 | 10 | 8
O=C(Cn1cncn1)N/N=C/c1c2ccccc2cc2ccccc12 | 0 | 6 | -7 | 3 | 1 | 17 | 1.1 | 1627 | -1 | -3
CCc1nnc(NC(=O)CSc2nc3c(cc2C#N)CCC3)s1 | 4 | -5 | 4 | -3 | 1 | 0 | 1 | 1499 | 0 | 5
Cc1cc2cc(CN(Cc3cccs3)S(=O)(=O)c3ccc4c(c3)OCCO4)c(=O)[nH]c2cc1C | -2 | -3 | 8 | 3 | 1.1 | -1 | 0.9 | 1460 | -7 | -8
Cc1nc(NC(=O)c2ccc(-c3cc4ccccc4oc3=O)cc2)ccc1Br | -1 | -10 | 48 | 6 | 1 | 0 | 0.5 | 1506 | 3 | 0

Four entries out of the list, sorted by molecular weight, largest number first.
SMILES | TNAP inh no acc | HMGR II inh | bIAP inh | PPARg SRC-1 ag | TNAP act hi DEA | PPARg SRC-3 ag | bIAP act | SRC2 TRFRET art | TNAP inh hiacc | PPARg SRC-2 ag
Cc1cc2cc(CN(Cc3cccs3)S(=O)(=O)c3ccc4c(c3)OCCO4)c(=O)[nH]c2cc1C | -2 | -3 | 8 | 3 | 1.1 | -1 | 0.9 | 1460 | -7 | -8
Cc1nc(NC(=O)c2ccc(-c3cc4ccccc4oc3=O)cc2)ccc1Br | -1 | -10 | 48 | 6 | 1 | 0 | 0.5 | 1506 | 3 | 0
COc1ccc(NC(=S)Nc2ccc(S(N)(=O)=O)cc2)c(OC)c1 | -5 | 1 | 10 | 1 | 1.1 | 2 | 0.9 | 1598 | -8 | -1
CCc1nnc(NC(=O)CSc2nc3c(cc2C#N)CCC3)s1 | 4 | -5 | 4 | -3 | 1 | 0 | 1 | 1499 | 0 | 5

Continuation:
SMILES | TNAP inh no acc | HMGR II inh | bIAP inh | PPARg SRC-1 ag | TNAP act hi DEA | PPARg SRC-3 ag | bIAP act | SRC2 TRFRET art | TNAP inh hiacc | PPARg SRC-2 ag
N#C/C(=C\c1ccccc1[N+](=O)[O-])C(=O)NC1CCCCC1 | -4 | 1 | -5 | -1 | 1 | -5 | 1 | 1481 | 0 | 2
COc1ccc(CCN2C(=O)CC(N3CCN(S(=O)(=O)c4ccccc4)CC3)C2=O)cc1OC (centres undefined) | -11 | -2 | 0 | 7 | 1.1 | 5 | 1 | 1522 | -7 | 2
CC(SC1=NCCS1)C(=O)Nc1nnc(-c2ccc(Cl)cc2)s1 (centres undefined) | 2 | -7 | 14 | 12 | 1.1 | 7 | 0.9 | 1670 | -5 | 3
O=[N+]([O-])c1cccnc1NCCNc1ncc(C(F)(F)F)cc1Cl | -2 | -4 | 6 | 2 | 1 | 9 | 0.9 | 1473 | 1 | 3
CC(C)Cc1cc(CN2CCC(CO)(Cc3cccc(C(F)(F)F)c3)CC2)[nH]n1 | -1 | -2 | -12 | 4 | 1.1 | 3 | 1.1 | 1597 | -6 | 0
CCc1nnc(NC(=O)CSc2nnc(-c3ccoc3C)n2-c2ccccc2)s1 | -7 | 0 | 8 | 2 | 1 | 2 | 0.9 | 1664 | -4 | 7
Cc1cccc(N=Cc2c(O)cc(C)oc2=O)c1 | -5 | 0 | -22 | 4 | 1 | 2 | 1.2 | 1522 | -2 | 2
O=C(CSc1nnc2c(n1)[nH]c1ccccc12)OCc1ccccc1 | -2 | -6 | 2 | 11 | 1 | 13 | 1 | 1510 | 4 | 9
COc1ccc(-c2nnc(NC(=O)C3CC3)o2)cc1 | -4 | -2 | 4 | -1 | 1 | 3 | 1 | 1725 | -3 | 8
O=c1cc(N2CCN(c3ccccc3)CC2)[nH]c(=O)n1-c1ccccc1Cl | -15 | -6 | 2 | -5 | 1 | 9 | 1 | 1692 | -2 | 12
COc1ccccc1NC(=O)/C=C/c1ccc2c(c1)OCO2 | -5 | -1 | 40 | -3 | 1 | -1 | 0.6 | 1332 | -4 | -4
COc1ccc(Cc2[nH]n3c(=O)cc(C(C)C)nc3c2-c2ccccc2)cc1 | -8 | 3 | -1 | 2 | 1 | 6 | 1 | 1609 | -1 | -8
c1ccc(-c2nc(NCCCn3ccnc3)c3ccccc3n2)cc1 | -6 | 3 | 0 | 2 | 1 | -1 | 1 | 1489 | -4 | -1
COc1cc(SC)ccc1C(=O)N1CCN(c2ccccc2F)CC1 | -5 | -11 | -10 | 8 | 1 | 8 | 1.1 | 1616 | -4 | 11
CC1=C(C(=O)Nc2ccccc2)C(c2ccco2)C(C#N)=C(SCC(=O)OC(C)C)N1 (centres undefined) | -13 | -3 | 9 | 5 | 1.1 | 15 | 0.9 | 1827 | -9 | 1
CCCCC(=O)Oc1cc(C)[nH]c(=O)c1[N+](=O)[O-] | -4 | -1 | 21 | 7 | 1 | 5 | 0.8 | 1580 | 0 | 4
Cc1ccc(C2/C(=C(/O)c3ccc(OC(C)C)cc3)C(=O)C(=O)N2CCN2CCOCC2)cc1 (centres undefined) | -2 | -2 | -19 | 4 | 1.1 | 13 | 1.2 | 1456 | -8 | 10
CCc1nnc(NC(=O)c2ccc(S(=O)(=O)N3CCCCC3C)cc2)s1 (centres undefined) | -15 | -7 | 5 | -2 | 1.1 | -1 | 0.9 | 1477 | -9 | -7
Cc1ccc(C2=[N+]([O-])C(C)(C)N(O)C2(C)C)cc1 | -13 | -1 | 23 | 2 | 1 | 2 | 0.8 | 1454 | -3 | 1
C=C(C)C1CC=C(C)/C(=N/NC(=O)c2ccoc2C)C1 (centres undefined) | -19 | -5 | 2 | 11 | 1 | 5 | 1 | 1756 | 2 | 7
COc1ccc2nc(N3CCCC(O)C3)c(C#N)cc2c1 (centres undefined) | -24 | 0 | -19 | 6 | 1.1 | 7 | 1.2 | 1558 | -11 | 7
Cc1cc(NS(=O)(=O)c2ccc(NC(=O)CCN3C(=O)c4ccccc4C3=O)cc2)no1 | -5 | -2 | 8 | 0 | 1 | -12 | 0.9 | 1695 | -4 | 2
O=C(NCCN1CCN(C(=O)c2cccs2)CC1)C(=O)Nc1ccc(Br)cc1 | -10 | -4 | -18 | 1 | 1 | 1 | 1.2 | 1542 | -4 | 3
O=C(Nc1c(F)cc(F)cc1Br)c1cc2nc(C(F)F)cc(C(F)F)n2n1 | -9 | -6 | 4 | 4 | 1 | 6 | 1 | 1493 | -2 | 3
Brc1ccc(CSc2nnc(Cc3c[nH]c4ccccc34)o2)cc1 | -11 | 1 | 42 | 0 | 1.1 | -9 | 0.6 | 1332 | -6 | -7
O=C(Cn1cnc2c(oc3ccccc32)c1=O)NCCc1ccccc1 | · | · | · | 4 | · | -15 | · | 1560 | · | 0

Screening results deposited in PubChem BioAssay by several laboratories.
